HKDC1 inhibitor – HKDC1 (human) hexokinase inhibition; recombinant HKDC1, G6PDH/diaphorase resazurin coupled fluorescence; inhibition, % at 20 µM; hit rate 0.16% among 340,000;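 active = inhibition above about 35% when tested at 20 µM, limit read from the data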;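 note: plate controls were DMSO wells with enzyme for no effect and DMSO wells lacking enzyme for full effect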
Target sequence (Q2TB90 whole entry, looked up): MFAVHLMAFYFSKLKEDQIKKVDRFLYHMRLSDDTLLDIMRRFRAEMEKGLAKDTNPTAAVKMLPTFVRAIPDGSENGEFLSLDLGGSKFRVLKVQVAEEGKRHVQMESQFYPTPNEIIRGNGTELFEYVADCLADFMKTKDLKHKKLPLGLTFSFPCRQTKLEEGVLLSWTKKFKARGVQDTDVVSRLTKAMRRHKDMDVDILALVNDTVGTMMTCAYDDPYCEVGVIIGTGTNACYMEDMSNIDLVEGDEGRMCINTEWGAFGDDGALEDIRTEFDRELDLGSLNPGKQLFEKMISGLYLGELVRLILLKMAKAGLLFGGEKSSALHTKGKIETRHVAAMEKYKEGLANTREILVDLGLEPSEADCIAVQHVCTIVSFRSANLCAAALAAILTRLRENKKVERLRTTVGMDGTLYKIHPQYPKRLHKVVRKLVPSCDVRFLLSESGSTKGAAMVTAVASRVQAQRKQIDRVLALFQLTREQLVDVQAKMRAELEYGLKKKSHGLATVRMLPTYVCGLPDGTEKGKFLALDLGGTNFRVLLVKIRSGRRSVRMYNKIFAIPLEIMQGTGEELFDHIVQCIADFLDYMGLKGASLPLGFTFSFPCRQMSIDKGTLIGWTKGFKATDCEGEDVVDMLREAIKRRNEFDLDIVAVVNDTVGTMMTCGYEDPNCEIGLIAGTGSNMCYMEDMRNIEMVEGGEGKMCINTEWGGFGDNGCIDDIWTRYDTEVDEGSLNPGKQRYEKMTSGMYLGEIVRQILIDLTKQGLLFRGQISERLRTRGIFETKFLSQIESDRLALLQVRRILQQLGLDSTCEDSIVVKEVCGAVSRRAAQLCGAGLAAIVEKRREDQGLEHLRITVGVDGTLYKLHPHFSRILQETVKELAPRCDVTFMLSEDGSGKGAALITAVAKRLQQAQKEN
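Material: recombinant HKDC1 hexokinase; Amount: HKDC1 at 5 µg/mL; Medium: Tris pH 8.0 buffer with MgCl2, Tween-20, BSA, BME; Schedule: 90 min reaction incubation at room temperature, dark; Technique: coupled resazurin fluorescence, excitation 525 nm, emission 613 nm.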
SENP8 block-1 – SENP8 (human) protease inhibition. recombinant SENP8, Nedd8 substrate fluorescence. inhibition, % at 20 µM. hit rate 0.64% among 360,000. AID 602440. Q96LD8; in the data active = inhibition mostly above about 40%, no sharp cut-off; inactive = mostly below about 27%
SENP7 block – blocks the human protease SENP7; Q9BQF6; recombinant SENP7, Z-RLRGG-aminoluciferin luminescence, 40 min; inhibition, % at 5 µM; hit rate 1.5% among 330,000; AID 434973;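 active = inhibition above about 50% at the single test dose, limit read from the data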;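 note: plate controls were DMSO with enzyme for no effect and no enzyme buffer wells for full effect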
UBC13 inh – blocks human UBC13 polyubiquitin chain formation; hit rate 0.47% among 330,000; inhibition, % at 20 µM; TR-FRET; in the data active = inhibition above about 45%, passing the limit was not always enough
beta cell repl – inducers of beta-cell replication in MIN6 cells | MIN6 cells proliferation, ATPlite luminescence, 48 h; cells starved in 0.2% serum; 100% = growth in 10% serum | proliferation, % at 10 µM | hit rate 0.29% among 330,000 | AID 2380;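 active = compounds whose signal lies at least 3.5 SD above the mean of all wells on their plate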;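 note: 0% = DMSO-treated cells in low-serum medium and 100% = 10% serum control; some compounds called inactive have numbers as strong as hits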
SENP1 FRET inh – SENP1 (human) catalytic domain inhibition; Q9P0U3; recombinant SENP1 catalytic domain, CyPet-SUMO1-YPet FRET cleavage; inhibition, % at 10 µM; hit rate 0.21% among 360,000;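 active = inhibition at least 30% at 10 µM, raw YFP signal under a set limit, fluorescence ratio 0.5 to 1.5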;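 note: 0% = enzyme with DMSO and 100% = no enzyme wells; some results filed as inactive read as strong as hits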
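Test system: recombinant human SENP1 catalytic domain, His6-tagged / Medium: pH 8 Tris buffer with EDTA, NaCl, BME, BSA, NP40, catalase / Also added: SUMO1 FRET substrate flanked by Cypet and Ypet, 25 nM / Times: 50 min reaction at room temperature / Signal: FRET, CFP and YFP emission / Control set: no-enzyme low control and enzyme-plus-DMSO high control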
SENP6 inh – blocks the human protease SENP6. Q9GZR1. Recombinant SENP6 catalytic domain, aminoluciferin luminescence. inhibition, % at 10 µM. hit rate 1.8% among 330,000. AID 2599;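 active = inhibition above about 50% at the single tested dose, limit read from the data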;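 note: plate controls were DMSO wells with enzyme for no effect and DMSO wells lacking enzyme for full effect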
SENP8 block-2 – blocks the human protease SENP8; purified SENP8, Z-RLRGG-aminoluciferin cleavage, luminescence; inhibition, % at 10 µM; hit rate 1.2% among 330,000; AID 2540; in the data active = inhibition above about 50%
PfGluPho inh – PfG6PD (Plasmodium falciparum) enzyme inhibition; inhibition, % at 20 µM; hit rate 0.78% among 350,000; PfGluPho enzyme, NADPH resazurin-diaphorase fluorescence;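 active = inhibition reaching at least a set limit at 20 µM in the primary screen, cut at about 59% in these data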;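 note: 0% = DMSO wells with substrate and 100% = DMSO wells lacking glucose-6-phosphate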
* hit, by the source's call; x = not tested or not shown.

SMILES	HKDC1 inhibitor	SENP8 block-1	SENP7 block	UBC13 inh	beta cell repl	SENP1 FRET inh	SENP6 inh	SENP8 block-2	PfGluPho inh
Cc1cccc(C(=O)N2CCCC(Nc3ccc(C)c(C)c3)C2)n1 (stereo not drawn)	3	6	6	-4	-1	1	-2	2	6
CS(=O)(=O)c1ccc(C(=O)OCC(=O)c2ccc(Cl)s2)cc1	2	2	-1	-10	-2	4	-15	4	-10
CSCCC(NC(=O)COc1ccccc1)C(=O)N1CCN(c2ccccc2Cl)CC1 (stereo not drawn)	-6	9	12	-6	1	0	-10	-11	-6
COc1ccc2oc(-c3ccc(C)c(NC(=O)CSc4ccc(Cl)cc4)c3)nc2c1	-4	-268	-9	-8	-2	-5	-10	-1	-7
COC(=O)[C@@]12CCCN1[C@H](c1ccc(-c3ccc(Cl)c(Cl)c3)cc1)[C@H]1C(=O)N(C)C(=O)[C@H]12	1	-11	-2	-1	-7	-3	-39	-24	10
Cc1[nH]nc(SCC(=O)N2CCCCC2)c1[N+](=O)[O-]	-1	2	-1	-14	-3	3	1	-2	14
CCOc1ccccc1N(CC(=O)Nc1ccc(C)cc1)S(C)(=O)=O	-3	25	3	8	-4	1	-3	-1	-8
COc1ccccc1NC(=O)C1=C(C)NC(=O)NC1c1ccccc1[N+](=O)[O-] (stereo not drawn)	1	-72	-6	-8	-1	2	-12	-14	28
Cc1cc(-c2ccc(N=Nc3c(S(=O)(=O)O)cc4cc(S(=O)(=O)O)cc(N)c4c3O)c(C)c2)ccc1N=Nc1c(S(=O)(=O)O)cc2cc(S(=O)(=O)O)cc(N)c2c1O	x	x	41	-19	-7	x	26	72*	x
CC(=O)C1=C(C)N2CCN=C2S1	-5	3	11	-2	-2	1	-13	-11	-2
O=Cc1ccc(OC(=O)/C=C/c2ccccc2)cc1	2	15	-17	-2	-5	4	-36	-36	-2
CNC(=O)c1ccccc1Sc1ccccc1CO	-1	5	4	3	4	-1	-15	-6	-7
Cc1ccc(C)c(-n2c(=O)c(C#N)cc3c(=O)n4ccccc4nc32)c1	1	-410	-10	14	-1	-27	-12	0	-6
O=C(CN1CCN(CCC(=O)Nc2ccccc2F)CC1)Nc1ccc(Cl)cc1	-5	16	3	-1	-2	-2	7	-2	1
Cc1cccc(OCCCC(=O)NC(C)C)c1	-6	8	-10	6	-2	2	-12	1	1

Some values from above.
CC(=O)C1=C(C)N2CCN=C2S1 @ SENP1 FRET inh = 1
CSCCC(NC(=O)COc1ccccc1)C(=O)N1CCN(c2ccccc2Cl)CC1 (stereo not drawn) @ PfGluPho inh = -6
Cc1cc(-c2ccc(N=Nc3c(S(=O)(=O)O)cc4cc(S(=O)(=O)O)cc(N)c4c3O)c(C)c2)ccc1N=Nc1c(S(=O)(=O)O)cc2cc(S(=O)(=O)O)cc(N)c2c1O @ UBC13 inh = -19

(continued)
SMILES	HKDC1 inhibitor	SENP8 block-1	SENP7 block	UBC13 inh	beta cell repl	SENP1 FRET inh	SENP6 inh	SENP8 block-2	PfGluPho inh
Cc1cc(Cl)cc(C)c1OCCn1ccnc1	2	20	-9	2	-1	-2	2	-3	4
NC(=O)C[C@H]1NC(=O)[C@H](CCC(=O)O)NC(=O)c2cc([N+](=O)[O-])cc(I)c2NCCC[C@@H](C(N)=O)NC1=O	3	20	-14	-10	-4	-1	3	0	11
Fc1cccc(CCN2CCNC[C@@H]2Cc2ccccc2)c1	-3	15	15	-11	-4	-2	-12	-14	-5
COc1ccc(NC(=O)COC(=O)COc2cccc(Br)c2)cc1OC	2	10	-13	-4	-2	5	-13	-3	4
CNC(=O)c1cc2cc(Br)ccc2s1	-3	13	4	15	3	3	-6	0	12
COc1ccccc1N(C)S(=O)(=O)c1ccc(C(=O)NCc2ccccc2CN2CCCC2)cc1	-2	9	x	x	x	0	x	x	0
CC/C(=N\NC(=O)CNC(=O)/C=C/c1ccc(OC)cc1)c1ccccc1	-6	6	9	5	-1	2	-16	-2	5
O=C(/C=C/c1cccs1)NNC(=O)c1cccc([N+](=O)[O-])c1	11	3	7	-6	1	-1	-27	-9	-4
Cc1ccc(S(=O)(=O)N2CCCC2C(=O)NCc2ccccc2Cl)cc1 (stereo not drawn)	-4	14	-17	1	1	0	-6	-14	-4
O=C(NC1CCCC1)C(c1ccccn1)N(C(=O)c1csnn1)C1CC1 (stereo not drawn)	3	15	-7	-4	1	1	-22	-5	0
O=C(COC(=O)Cc1ccc(Cl)cc1)Nc1ccccc1F	4	14	-5	12	-2	7	-16	-1	-8
O=C(O)C1Nc2c(C(F)(F)F)ccc(Cl)c2C2C=CCC12 (stereo not drawn)	4	-10	1	-6	-1	-9	13	7	-1
CCCCOC(=O)Nc1ccc(S(=O)(=O)Nc2nc(C)cc(C)n2)cc1	1	21	-4	-12	-3	0	8	-7	-8
COC(=O)C12CCC3(SCCS3)C(C(=O)OC)(CCC13SCCS3)C2	-13	9	-6	12	-2	3	1	3	-5
O=C(Nn1cnnc1)c1ccccc1-c1ccccc1	-1	27	-1	-2	-3	-2	-1	0	-3

Quoted at random: 2 entries already listed, in no set order.
SMILES	HKDC1 inhibitor	SENP8 block-1	SENP7 block	UBC13 inh	beta cell repl	SENP1 FRET inh	SENP6 inh	SENP8 block-2	PfGluPho inh
Cc1cc(Cl)cc(C)c1OCCn1ccnc1	2	20	-9	2	-1	-2	2	-3	4
CNC(=O)c1cc2cc(Br)ccc2s1	-3	13	4	15	3	3	-6	0	12

(listing goes on)
SMILES	HKDC1 inhibitor	SENP8 block-1	SENP7 block	UBC13 inh	beta cell repl	SENP1 FRET inh	SENP6 inh	SENP8 block-2	PfGluPho inh
Cc1cc(-c2nnc(SCC(=O)c3ccc(F)cc3)o2)no1	-4	20	-5	6	-1	3	-30	10	-4
O=C(CSc1ncc(C(F)(F)F)cc1Cl)NCC1CCCO1 (stereo not drawn)	-8	16	-6	-6	2	2	-26	-1	-13
CCOC(=O)/C=c1\s/c(=C\c2c(OC)ccc3ccccc23)c(=O)n1CC(=O)NCC1CCCO1 (stereo not drawn)	1	-58	3	8	-6	-28	11	5	1
O=C(O)c1ccc(N2CCCCC2)cc1O	-1	11	0	6	2	0	7	1	6
O=C(CCn1cccc1)NCCc1ccc(Cl)cc1	-2	12	2	5	2	-3	-3	-8	2
Cc1nc(SCC(=O)Nc2c(C)n(C)n(-c3ccccc3)c2=O)c2cnn(-c3ccccc3)c2n1	3	-19	x	x	x	-34	x	x	-12
COc1ccc(NC(=O)Cc2ccc(C)c(C)c2)cc1S(=O)(=O)N1CCCCC1	0	-4	-9	-8	1	-1	-18	-5	13
CC(=O)Nc1cccc(Oc2nc(C)cc(C)c2C#N)c1	-4	10	9	3	0	2	-12	-13	-7
O=c1ccc(=O)n(-c2ccccc2)[nH]1	-2	8	-12	2	-1	2	1	-4	-5
Cc1ccc2oc(-c3ccc(NC(=O)CC(C)C)cc3)nc2c1	-10	-302	-1	7	-3	0	-25	-3	13
COc1cccc(C(=O)NCC(=O)N/N=C(\C)Cc2ccccc2)c1	8	5	7	7	0	-2	-2	1	3
Oc1ccc(C2C=C(c3ccc(F)cc3)Nc3ncnn32)cc1 (stereo not drawn)	1	-442	x	x	x	-31	x	x	-19
Cc1ccc(N2C(=O)C3CCC(C)(C2=O)C3(C)C)cc1 (stereo not drawn)	-4	11	5	3	1	-1	8	-2	3
O=C(CCc1ccccc1)NC1CCS(=O)(=O)C1 (stereo not drawn)	-7	3	6	0	-2	2	1	-8	-8
Cc1ccc(S(=O)(=O)NCCn2nc(C)cc2C)cc1	0	14	-1	-1	-2	2	5	-4	-10

4 consecutive compounds out of the list so far:
SMILES	HKDC1 inhibitor	SENP8 block-1	SENP7 block	UBC13 inh	beta cell repl	SENP1 FRET inh	SENP6 inh	SENP8 block-2	PfGluPho inh
Oc1ccc(C2C=C(c3ccc(F)cc3)Nc3ncnn32)cc1 (stereo not drawn)	1	-442	x	x	x	-31	x	x	-19
Cc1ccc(N2C(=O)C3CCC(C)(C2=O)C3(C)C)cc1 (stereo not drawn)	-4	11	5	3	1	-1	8	-2	3
O=C(CCc1ccccc1)NC1CCS(=O)(=O)C1 (stereo not drawn)	-7	3	6	0	-2	2	1	-8	-8
Cc1ccc(S(=O)(=O)NCCn2nc(C)cc2C)cc1	0	14	-1	-1	-2	2	5	-4	-10

More records.
SMILES	HKDC1 inhibitor	SENP8 block-1	SENP7 block	UBC13 inh	beta cell repl	SENP1 FRET inh	SENP6 inh	SENP8 block-2	PfGluPho inh
N#CCn1c(C2CCCCC2)nc2ccccc2c1=O	8	17	0	13	-4	-19	-9	0	6
Cc1cnc(NC(=O)CN2CCN(c3ccccn3)CC2)s1	-2	20	-3	4	-3	0	-2	-1	-1
c1ccc(SCCCCN2CCOCC2)cc1	-7	6	3	-3	-1	2	-18	-9	-5
CCCC(=Nc1ccccc1OC)C1=C(O)CC(c2ccccc2)CC1=O (stereo not drawn)	8	33	0	2	-1	-1	-16	-4	4
CCNC(=S)NNC(=O)c1csc2c1CCCC2	-13	9	1	-11	-2	-1	7	1	-8
CN(C)c1cccc(C(=O)NNC(=S)NC2CCCC2)c1	-9	-180	14	3	-2	1	14	3	5
COc1cc(-c2cc(C(=O)Nc3cccc(S(=O)(=O)N(C)C)c3)c3ccccc3n2)cc(OC)c1OC	0	-215	-9	12	0	0	-7	0	15
COc1cc(/C=C(/C(=O)O)c2ccc(-c3ccccc3)cc2)cc(OC)c1OC	-1	-30	9	3	0	7	2	1	-15
COC(=O)C(NC(C)=O)(Nc1nc2c(C)cc(C)cc2s1)C(F)(F)F (stereo not drawn)	-4	14	-6	-9	-3	2	-6	-11	10
CNC(=O)CCC(=O)Nc1ccc(C(=O)OC)cc1	4	14	4	-2	-2	0	-14	5	3
O=C(NCc1cccnc1)c1cccc(C(F)(F)F)c1	7	13	-15	-12	-2	4	2	-12	-4
COC(CNC(=O)CCCn1nnnc1CN1CCOCC1)c1cccs1 (stereo not drawn)	2	16	-2	-1	1	-1	-7	1	-19
O=C(Nc1cccc(-c2cccc(F)c2)c1)C1CCN(C2CCOCC2)CC1	1	12	-1	22	-2	-4	-5	0	2
CCCC(=O)Nc1nc(-c2ccc3c(c2)CCN3S(C)(=O)=O)cs1	-7	0	-1	1	-1	-2	-1	-3	23

Compound activity: PubChem BioAssay, Sanford-Burnham Center for Chemical Genomics
